D2 PAM: D2 dopamine receptor (human) potentiation; hit rate 0.34% among 340,000; AID 485347; HEK293 T-REx D2, calcium flux, EC20 dopamine potentiation; P14416; potentiation, % at 10 µM;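 active = potentiation over 3 SD above the plate norm, cut at about 30% in these data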; note: 0% is about no effect
Target sequence (P14416 whole entry, looked up): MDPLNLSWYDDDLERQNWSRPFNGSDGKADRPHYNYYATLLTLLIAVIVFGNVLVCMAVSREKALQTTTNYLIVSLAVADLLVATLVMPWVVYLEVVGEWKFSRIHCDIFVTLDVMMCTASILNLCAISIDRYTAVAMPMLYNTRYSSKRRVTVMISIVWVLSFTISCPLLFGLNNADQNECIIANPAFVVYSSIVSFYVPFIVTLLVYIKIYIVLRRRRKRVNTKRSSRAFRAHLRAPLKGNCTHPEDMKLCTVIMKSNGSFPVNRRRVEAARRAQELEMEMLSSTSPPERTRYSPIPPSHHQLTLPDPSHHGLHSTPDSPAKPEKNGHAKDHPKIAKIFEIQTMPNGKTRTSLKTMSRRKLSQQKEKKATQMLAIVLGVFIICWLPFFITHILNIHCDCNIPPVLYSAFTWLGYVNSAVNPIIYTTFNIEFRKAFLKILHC
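Tetracycline-induced Hek293 Trex D2 cells, force-coupled to calcium, loaded with no-wash calcium dye. Compound added with 180 s kinetic read for agonism, then EC20 dopamine and a further 180 s read for potentiation.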
RXFP1 agonist: activates the human relaxin receptor RXFP1 | hit rate 0.3% among 370,000 | HEK293T-RXFP1 cAMP TR-FRET, 30 min; response scale: percent of porcine relaxin response, buffer zero | Potency, µM (highest dose often 57.5 µM), for inactives: top-dose activation, usual class: activators | Q9HBX9; note: potency is the fitted concentration of half-maximal effect; % is set by controls: 0 for no effect and ±100 for the full control effect; nearly all actives have a fitted effect of over 60% in size; many of its hits are not listed in these tables
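HEK293 cells stably expressing RXFP1, treated 30 min at 37C with compounds plus PDE4 inhibitor Ro 20174; cAMP measured by HTRF TR-FRET. Normalized to buffer and 29 nM porcine relaxin; EC50 by Hill fit.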
TRHR agonist: activates the human TRH receptor. activation, % at 2 µM. TRHR cells, calcium flux fluo-8, FDSS agonist mode. AID 493084. hit rate 0.18% among 360,000; in the data active = activation above about 30%; note: 0% is about no effect
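TRHR-expressing cells loaded with fluo-8 calcium dye; 23 nL library compound pin-transferred, kinetic FDSS fluorescence (Ex 480/Em 530) recorded about 180 s for agonist-induced calcium release, before a 10 nM TRH EC20 addition for potentiator mode.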
D1 PAM: potentiators of human D1 dopamine receptor. P21728. HEK293 TREx D1 cells, calcium flux, dopamine EC20 potentiation. potentiation, % at 10 µM. hit rate 0.036% among 360,000; in the data active = potentiation above about 30%; note: 0% is about no effect
Target sequence (P21728 whole entry, looked up): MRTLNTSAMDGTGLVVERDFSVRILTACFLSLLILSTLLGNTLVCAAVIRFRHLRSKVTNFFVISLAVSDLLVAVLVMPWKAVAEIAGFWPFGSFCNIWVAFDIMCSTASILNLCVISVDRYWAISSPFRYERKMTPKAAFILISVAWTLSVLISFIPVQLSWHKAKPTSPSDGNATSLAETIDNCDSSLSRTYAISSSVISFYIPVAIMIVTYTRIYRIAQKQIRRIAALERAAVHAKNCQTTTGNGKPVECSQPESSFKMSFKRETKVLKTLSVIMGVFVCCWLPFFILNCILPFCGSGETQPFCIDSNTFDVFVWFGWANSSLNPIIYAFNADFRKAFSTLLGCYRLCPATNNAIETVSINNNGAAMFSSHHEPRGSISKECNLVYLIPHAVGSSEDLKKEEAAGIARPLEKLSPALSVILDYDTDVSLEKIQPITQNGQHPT
RXFP1 antag: antagonists of human relaxin receptor RXFP1 | Q9HBX9 | HEK293-RXFP1, relaxin-stimulated cAMP HTRF, 30 min; active compounds read low | activity change, negative = inhibition, % at 57.5 µM | hit rate 0.59% among 350,000 | AID 1259400;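 active = activity change of -60% or lower, but not beyond a set lower limit; inconclusive = change between -60% and -40%, or beyond the set limit; inactive = change above -40%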; note: % is set by controls: 0 for no effect and ±100 for the full control effect
TRHR enhancer: allosteric enhancers of human TRH receptor; TRHR cells, fluo-8 calcium fluorescence, EC20 TRH enhancement; AID 493056; enhancement, % at 2 µM; P34981; hit rate 0.66% among 360,000; in the data active = enhancement above about 30%; note: 0% is about no effect
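Enhancer read-out: after compound pinning and an initial kinetic agonist-mode read, an EC20 of TRH (10 nM final) was injected and fluo-8 calcium signal (Ex 480/Em 530) followed at 1 s/cycle for 100 cycles in TRHR-expressing cells.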
Apoferritin bind: binds horse apoferritin like a general anesthetic | apoferritin/1-aminoanthracene competitive binding, fluorescence | hit rate 0.074% among 350,000 | Potency, µM (highest dose often 77.5 µM), for inactives: at the top dose activity change, negative = displacement, usual class: inhibitors | P02791; note: potency is the fitted concentration of half-maximal effect; % is set by controls: 0 for no effect and ±100 for the full control effect; nearly all actives have a fitted effect of over 20% in size
Target sequence (P02791 2-175 limits assumed): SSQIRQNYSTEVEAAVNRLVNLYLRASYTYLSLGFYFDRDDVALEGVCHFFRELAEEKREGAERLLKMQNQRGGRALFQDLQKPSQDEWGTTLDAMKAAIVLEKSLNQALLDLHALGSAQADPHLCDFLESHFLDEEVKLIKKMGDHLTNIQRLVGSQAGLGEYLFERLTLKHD
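Read-out: endpoint 1-AMA fluorescence, excitation 380 nm and emission 535 nm, after compounds sit 10 min at room temperature with 10 uM horse-spleen apoferritin in 50% saturated 1-AMA/PBS. Values come from four-parameter Hill fits.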
D1 agonist: human D1 receptor agonism; HEK293 T-REx D1 cells, calcium flux, agonist mode; AID 504660; activation, % at 2 µM; hit rate 1% among 360,000; in the data active = activation above about 30%; note: 0% is about no effect
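Agonism was scored from calcium flux recorded over 180 s (1 read/s) after pintool compound addition, following a 10-cycle baseline. Cells were inducible force-coupled HEK293 TREx D1, plated overnight at 30 C and loaded with no-wash calcium dye.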
D1 antagonist: blocks dopamine activation of the human D1 receptor; activity change, negative = inhibition, % at 10 µM; P21728; AID 504652; hit rate 3.2% among 360,000; HEK293 TREx D1 cells, calcium flux, dopamine EC80; active compounds read low; in the data active = activity change below about -30%; note: % is set by controls: 0 for no effect and ±100 for the full control effect
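Tetracycline-induced HEK293 Trex D1 cells, force-coupled to calcium, dye-loaded; compounds added and read 180 s, then EC80 dopamine added and calcium flux tracked kinetically another 180 s.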
Starred values were filed as active, the others as inactive; ? = inconclusive; nt = no result given; [ ] = remark or other dose. Unless noted, calls come from the whole dose curve; as a rule, active = well fitted curve in the direction sought with a large enough effect; inconclusive = small, poorly fitted or top-dose-only effect, or another doubt; inactive = no such curve, though single readings can be large; an effect the other way counts as inactive or inconclusive.

SMILES	D2 PAM	RXFP1 agonist	TRHR agonist	D1 PAM	RXFP1 antag	TRHR enhancer	Apoferritin bind	D1 agonist	D1 antagonist
CCc1ccc(OCCNC(=O)c2ccccc2SCc2ccc(F)cc2)cc1	9	5.3%	2.2	-9	-9	8	-17%	16	21
Cc1ccc(-n2c(=O)c3c4c(sc3n(Cc3cc(=O)n5cc(Cl)ccc5n3)c2=O)CCC4)cc1C	20	7.7%	-0.2	1	-7	2	-14%	-1	-24
CN(C)c1ccc(N=Nc2ccccc2C(=O)OCC(=O)N(C)C2CCCCC2)cc1	-4	1.3%	1.2	12	7	-4	?	0	2
CCOC(=O)c1cc(S(=O)(=O)Nc2c(C)cc(C)cc2C)[nH]n1	12	6.7%	0.3	4	nt	-6	-7%	2	-3
O=C(O)c1cc(NN=C2c3ccccc3-c3ccccc32)ccc1Cl	-5	0.5%	-0.7	-1	-18	-14	9%	2	12
Cc1ccc(NC(=O)CN(C)C(=O)CSc2ccc3c(c2)OCCO3)cc1	2	0.4%	-0.4	0	-7	-3	nt	1	-3
COc1ccc(S(=O)(=O)c2c(SC)nn(CC(=O)Nc3cccc(C)c3C)c2N)cc1	-2	-1.1%	0.1	-1	nt	9	-11%	2	9
CCOC(=O)Cc1csc(NC(=O)c2sc3nc4cc(C)ccc4cc3c2N)n1	-7	8.3%	16	-3	2	-2	-5%	26	1
O=C(N/N=C\c1ccc(F)cc1)c1csnn1	5	-0.4%	-0.1	-4	-16	3	-8%	3	11
CC(C)(C)C(=O)NCCc1nc2ccccc2n1CC(=O)c1ccc(Cl)cc1	0	-1.8%	-1.2	11	5	17	-1%	0	60
CC(C)c1nc(NCC2CCCO2)c(C#N)c2c1COC(C)(C)C2 (stereo not given)	-7	3.3%	0.9	-9	-12	2	-20%	2	7
COC(=O)c1c(C)[nH]c(C(=O)/C=C/c2ccc(C)cc2)c1C	-29	11%	0.5	-1	5	-2	-1%	5	-20
CCOC(=O)N=S(=O)(Oc1ccc([N+](=O)[O-])cc1)c1ccccc1 (stereo not given)	6	1.5%	0.2	0	9	0	6%	2	0
Cc1csc(C(=O)NN)c1N(C)C	-4	-2.8%	-1.5	-1	5	-4	-12%	1	12
O=C(COC(=O)COc1ccc(Cl)cc1Cl)NC1CCCCCC1	15	0.6%	-0.8	5	6	7	nt	3	-2
CCOc1ccc(C(=O)CCC(=O)Nc2ccncc2)cc1	0	0.0%	1.5	0	-8	10	nt	5	-14
Cc1ccccc1NC(=O)c1oc(=O)c2ccccc2c1-c1ccccc1	-5	0.2%	-0.4	1	1	-10	-10%	4	-7
COc1ccc(C(=O)Nc2ccccc2-c2nc3ccccc3s2)cc1OC	11	3.1%	-3.2	-2	nt	5	52%[activator]	5	-1
CC(=O)c1ccc(NC(=O)c2cnc(N3CCCC3)nc2C)cc1	9	-0.6%	0.4	-1	-5	-2	-9%	1	-1
C#CCC(NC(=O)c1ccc(C(F)(F)F)cc1)C(=O)NCCC (stereo not given)	-5	0.4%	-0.4	0	nt	-4	nt	-1	9
COc1ccccc1C(=O)NNC(=O)CN1C(=O)c2ccccc2C1=O	9	-0.3%	-1.1	-6	-2	7	-4%	0	-17
CC1=C(C(=O)OC(C)C)C(c2coc3ccccc3c2=O)C2=C(CCCC2=O)N1 (stereo not given)	12	3.1%	0.1	-4	-3	-3	-5%	0	24
CCOc1ccc(CCNC(=O)COC(=O)CCC(=O)c2cccs2)cc1OCC	4	-0.9%	-1.4	-5	0	3	-7%	1	-8
CCCNc1c(NC(=O)COc2ccc(Cl)cc2)c(=O)oc2ccccc12	14	2.3%	-0.8	1	-3	3	-14%	0	-2
Cc1ccc(/C=C/C(=O)NCc2ccc3c(c2)OCO3)o1	14	2.5%	-0.4	-3	2	2	0%	4	9

Among those listed so far, these have an aryl thioether with sulfur outside any ring:
SMILES	D2 PAM	RXFP1 agonist	TRHR agonist	D1 PAM	RXFP1 antag	TRHR enhancer	Apoferritin bind	D1 agonist	D1 antagonist
CCc1ccc(OCCNC(=O)c2ccccc2SCc2ccc(F)cc2)cc1	9	5.3%	2.2	-9	-9	8	-17%	16	21
Cc1ccc(NC(=O)CN(C)C(=O)CSc2ccc3c(c2)OCCO3)cc1	2	0.4%	-0.4	0	-7	-3	nt	1	-3
COc1ccc(S(=O)(=O)c2c(SC)nn(CC(=O)Nc3cccc(C)c3C)c2N)cc1	-2	-1.1%	0.1	-1	nt	9	-11%	2	9

Part of the list above in order of SMILES length, descending.
SMILES	D2 PAM	RXFP1 agonist	TRHR agonist	D1 PAM	RXFP1 antag	TRHR enhancer	Apoferritin bind	D1 agonist	D1 antagonist
CC1=C(C(=O)OC(C)C)C(c2coc3ccccc3c2=O)C2=C(CCCC2=O)N1 (stereo not given)	12	3.1%	0.1	-4	-3	-3	-5%	0	24
CN(C)c1ccc(N=Nc2ccccc2C(=O)OCC(=O)N(C)C2CCCCC2)cc1	-4	1.3%	1.2	12	7	-4	?	0	2
CCOC(=O)N=S(=O)(Oc1ccc([N+](=O)[O-])cc1)c1ccccc1 (stereo not given)	6	1.5%	0.2	0	9	0	6%	2	0

Entries of single compounds, looked up by structure. Order of values: D2 PAM | RXFP1 agonist | TRHR agonist | D1 PAM | RXFP1 antag | TRHR enhancer | Apoferritin bind | D1 agonist | D1 antagonist
CCOC(=O)c1cc(S(=O)(=O)Nc2c(C)cc(C)cc2C)[nH]n1 is listed as 12 | 6.7% | 0.3 | 4 | nt | -6 | -7% | 2 | -3
O=C(O)c1cc(NN=C2c3ccccc3-c3ccccc32)ccc1Cl is listed as -5 | 0.5% | -0.7 | -1 | -18 | -14 | 9% | 2 | 12
Cc1ccc(NC(=O)CN(C)C(=O)CSc2ccc3c(c2)OCCO3)cc1 is listed as 2 | 0.4% | -0.4 | 0 | -7 | -3 | nt | 1 | -3
COc1ccc(S(=O)(=O)c2c(SC)nn(CC(=O)Nc3cccc(C)c3C)c2N)cc1 is listed as -2 | -1.1% | 0.1 | -1 | nt | 9 | -11% | 2 | 9
CCOc1ccc(CCNC(=O)COC(=O)CCC(=O)c2cccs2)cc1OCC is listed as 4 | -0.9% | -1.4 | -5 | 0 | 3 | -7% | 1 | -8

Following part:
SMILES	D2 PAM	RXFP1 agonist	TRHR agonist	D1 PAM	RXFP1 antag	TRHR enhancer	Apoferritin bind	D1 agonist	D1 antagonist
CC(NC(N)=O)C(=O)OCc1ccc(Cl)cc1Cl (stereo not given)	2	1.2%	-0.5	1	-4	-5	?	2	9
Cc1ccc(CCNC(=O)C2CCC(=O)N2C2CCCC2)cc1 (stereo not given)	nt	-0.1%	1.7	-2	-13	-6	7%	-1	6
CCOc1ccc(CNC(=S)N/N=C/c2ccncc2)cc1	-9	0.7%	-0.9	-1	2	20	-5%	0	1
CCc1nnc(NS(=O)(=O)c2ccc(N=Cc3c(C)[nH]n(-c4ccc(Cl)cc4)c3=O)cc2)s1	-2	2.8%	0.0	-1	-12	0	-15%	3	0
CC(Sc1nc2scc(-c3ccccc3)c2c(=O)[nH]1)C(=O)NC(N)=O (stereo not given)	-6	0.0%	0.3	-3	-15	1	-10%	1	-2
CCOc1ccc2nc(N(Cc3cccnc3)C(C)=O)sc2c1	2	1.9%	-0.1	-2	7	3	-6%	-4	nt
NS(=O)(=O)c1ccc(NC(=O)COC(=O)/C=C/c2ccc([N+](=O)[O-])cc2)cc1	6	-0.5%	-0.3	5	-7	0	-11%	2	4
Cc1cnc2cc([N+](=O)[O-])ccc2n1	-4	2.2%	0.4	-6	5	6	-5%	1	14
CC(NC(=O)CCc1nnc(C2CCCCC2)o1)c1ccc(F)cc1 (stereo not given)	0	-0.9%	0.5	-2	2	-1	-4%	0	14
COc1ccc(CNC(=O)C2CSCCS2)cc1 (stereo not given)	-5	-0.8%	0.0	-1	-5	-1	-13%	2	0
CCN(CC)S(=O)(=O)c1ccc(NC(=O)CN(c2cccc(F)c2)S(C)(=O)=O)cc1	-9	-1.8%	1.5	-4	-12	7	-18%	3	-1
Cc1ccccc1S(=O)(=O)Cc1ccc(C(=O)NCc2ccccc2)o1	-8	0.1%	0.3	-5	40	-4	-3%	4	7
CCCCC(=O)Nc1ccc(NC(=O)c2ccccc2[N+](=O)[O-])cc1OC	0	-0.3%	-0.7	-3	0	-4	1%	5	-7
O=C(Cn1cnc2c(cnn2-c2ccc(Cl)cc2)c1=O)NCC1CCCO1 (stereo not given)	7	3.0%	0.1	-1	-6	-4	-7%	1	-6
O=C(CCCC(=O)N1CCc2ccccc21)N1CCc2ccccc21	10	2.9%	0.0	2	-5	2	-8%	0	5
Cc1nc(NC(=S)NC(=O)c2cncc(Br)c2)ccc1Br	-4	-0.1%	0.1	-2	-5	-4	-2%	1	-8
CC(C)(C)NC(=O)C(OC(=O)c1cccs1)c1ccccc1 (stereo not given)	5	1.0%	-0.9	-8	-4	-1	-4%	1	12
Cc1ccccc1NC(=O)/C(=C/c1cccs1)NC(=O)c1ccco1	7	-0.7%	-0.1	-1	-4	21	-9%	4	-7
O=C(c1cccs1)N(CCO)Cc1cc2cc3c(cc2[nH]c1=O)OCCO3	5	1.7%	0.3	-2	nt	-1	-14%	2	4
Cc1ccc(N2CC(O)Cn3c2nc2c3c(=O)n(C)c(=O)n2C)cc1 (stereo not given)	-7	16%	0.3	-9	6	-3	3%	1	-7
O=c1oc2ccc(F)cc2cc1-c1nc(-c2cccs2)no1	nt	-0.4%	0.6	-3	7	4	0%	1	-1
CCN(CC)C(=O)CSc1nc(-c2ccccc2)cc(=O)[nH]1	0	3.8%	-3.4	-1	2	4	-8%	2	5
CNc1ncc(Cc2ccccc2)s1	1	-0.2%	0.6	-5	nt	0	?	3	-53*
Cc1cc(S(=O)(=O)N2CCN(Cc3ccccc3)CC2)c(C)s1	-11	0.1%	-0.3	nt	?	-2	-16%	0	10
C=CCN(c1ccccc1)S(=O)(=O)c1cccc(C(=O)O)c1	-1	-1.8%	1.6	-1	5	2	-9%	0	0
CCOc1ccc(Oc2nc(NCC(C)C)nc(N(C)C)n2)nn1	5	0.8%	1.5	-2	0	11	3%	5	11
CC1CCc2c(sc3nnn(CC(=O)Nc4ccccc4Cl)c(=O)c23)C1 (stereo not given)	9	0.4%	0.7	-4	?	8	?	0	-19
CCOC(=O)c1ccc(S(=O)(=O)N2CCC(C(=O)Nc3nnc(C)o3)CC2)cc1	-4	0.0%	0.0	0	-12	-3	nt	3	-23
COC(=O)c1[nH]c2ccc(C)cc2c1NC(=O)CN1CCCC(C)(C)C1	4	-0.1%	0.2	21	-2	3	-9%	6	3

Assay outcomes as filed in PubChem BioAssay.

An excerpt (hit frequency here may not be typical).
